# High-throughput results as filed in PubChem BioAssay.
# NPR2 activator = human GC-B receptor activators, primary screen, HEK293 GC-B cells, cGMP TR-FRET, EC30 CNP | AID 1920062, 2024 | activation, % at 10 µM | 0% at EC30 CNP, 100% saturating CNP | 0.11% of 370,000 active;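 active = activation at 10 µM reaching about 35% in either raw or pattern-adjusted values, limit read from the data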
# ARFGAP1 inhibitor = inhibitors of rat ARFGAP1 GAP activity, primary screen, biochemical, fluorescence polarization, GDP tracer | ADP-ribosylation factor GTPase-activating protein 1 (Rattus norvegicus), Q62848 | Arfgap1-stimulated ARF1 GTP hydrolysis, GDP FP detection | inhibition, % at 16.5 µM | 0.26% of 360,000 active | AID 651572, 2012;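 active = inhibition above a per-plate limit, mean inhibition of low control wells plus 3 SD, cut at about 25% in these data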;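 also: 0% = DMSO wells with enzyme and 100% = wells lacking Arfgap1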
#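 Assay system: purified rat His6-Arfgap1 residues 1-136 (GAP domain); Reagent: human Δ17 ARF1 bound to GTP; Dosing: 16.5 µM single point, 1.26% DMSO; Times: GTP hydrolysis reaction 2 h at 25 °C; Signal: FP, GDP Alexa 633 tracer displaced from anti-GDP antibody, 620/688 nm; Measure: % inhibition from polarization.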
# Rev-erbA mod = modulators of Rev-erb alpha DNA binding, primary screen, biochemical, FITC-DNA, fluorescence polarization, uHTS. AID 1259318, 2017. Nuclear receptor subfamily 1 group D member 1 (Homo sapiens), P20393. Rev-erbα–FITC-DNA binding, 90 min. activity, % at 10 µM. 0.79% of 370,000 active;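 active = activity above about 14%, limit read from the data; passing the limit was not always enough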;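 also: 0% = DMSO wells with 35 nM protein and 100% = DMSO wells with 750 nM protein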
# Target sequence (P20393 whole entry, looked up): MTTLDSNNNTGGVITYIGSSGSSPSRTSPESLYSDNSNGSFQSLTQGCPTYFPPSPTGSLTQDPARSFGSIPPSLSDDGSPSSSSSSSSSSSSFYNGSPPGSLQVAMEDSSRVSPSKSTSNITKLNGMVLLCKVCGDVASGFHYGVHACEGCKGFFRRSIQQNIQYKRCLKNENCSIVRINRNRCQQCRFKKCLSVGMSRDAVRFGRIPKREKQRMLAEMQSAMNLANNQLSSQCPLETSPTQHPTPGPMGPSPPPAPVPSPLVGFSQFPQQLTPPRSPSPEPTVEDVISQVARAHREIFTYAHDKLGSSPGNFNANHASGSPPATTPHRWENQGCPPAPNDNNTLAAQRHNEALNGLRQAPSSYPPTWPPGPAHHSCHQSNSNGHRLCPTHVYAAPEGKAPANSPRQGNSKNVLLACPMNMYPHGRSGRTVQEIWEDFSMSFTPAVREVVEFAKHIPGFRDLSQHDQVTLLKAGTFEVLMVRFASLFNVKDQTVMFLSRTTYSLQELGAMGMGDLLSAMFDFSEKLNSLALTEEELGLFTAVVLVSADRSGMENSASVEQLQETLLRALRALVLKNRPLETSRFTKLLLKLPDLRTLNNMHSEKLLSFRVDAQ
# ASAP1 GAP inh = inhibitors of human ASAP1 ArfGAP activity, primary screen, biochemical, fluorescence polarization. ASAP1-stimulated ARF1 GTP hydrolysis, GDP FP detection. 0.19% of 360,000 active. AID 624377, 2012. inhibition, % at 16.5 µM. Arf-GAP with SH3 domain, ANK repeat and PH domain-containing protein 1 (Homo sapiens), …; in the data active = inhibition above about 25%;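 also: 0% = vehicle with enzyme and substrate and 100% = no enzyme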
# Target sequence (Q9ULH1 325-724 limits assumed): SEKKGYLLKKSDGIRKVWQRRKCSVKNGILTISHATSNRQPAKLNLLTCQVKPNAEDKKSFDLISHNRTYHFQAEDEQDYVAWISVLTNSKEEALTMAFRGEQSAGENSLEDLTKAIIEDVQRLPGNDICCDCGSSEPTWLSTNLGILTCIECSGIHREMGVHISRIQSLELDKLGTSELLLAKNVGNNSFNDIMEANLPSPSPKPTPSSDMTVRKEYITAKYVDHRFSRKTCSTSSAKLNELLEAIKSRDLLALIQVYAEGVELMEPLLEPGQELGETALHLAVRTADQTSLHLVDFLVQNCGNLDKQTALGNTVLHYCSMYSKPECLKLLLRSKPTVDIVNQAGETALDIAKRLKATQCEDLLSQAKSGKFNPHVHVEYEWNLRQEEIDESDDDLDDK
# SMARCA2 act = SMARCA2 (BRM) function activators, primary screen, cell-based, luminescence, high throughput | MG213 cells, MMTV-luciferase reporter, dexamethasone, overnight | 1% of 370,000 active | AID 652017, 2013 | activation, % at 9.1 µM; in the data active = activation above about 7.8%;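 also: 0% = vehicle wells and 100% = reference activator wells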
# HTRA1 inh = HTRA1 serine protease inhibitors, primary screen, biochemical, fluorescence polarization, HTS; Q92743; recombinant HTRA1, FP-rhodamine activity-based probe; 0.5% of 340,000 active; inhibition, % at 5.96 µM; AID 504803, 2011; in the data active = inhibition above about 36%;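 also: 0% = enzyme with DMSO and 100% = wells lacking enzyme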
# rCAG binder = binders of r(CAG) RNA repeats, primary screen, biochemical, fluorescence | AID 651821, 2012 | inhibition, % at 3 µM | r(CAG) RNA repeat, TO-PRO-1 dye displacement fluorescence | 1.3% of 370,000 active;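 active = inhibition above the plate cutoff, the mean of all test compounds on that plate plus 3 SD, cut at about 35% in these data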;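 also: 0% = DMSO alone and 100% = 100 µM mitoxantrone as full dye displacement; higher means more dye released from RNA so lower well fluorescence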
# ABHD4 inh = ABHD4 inhibitors, primary screen, biochemical, fluorescence polarization, mouse; (Lyso)-N-acylphosphatidylethanolamine lipase (Mus musculus), Q8VD66; purified mABHD4, FP-Rh probe fluorescence polarization; inhibition, % at 8.92 µM; 0.54% of 370,000 active;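 active = inhibition exceeding the mean over every tested compound plus 3 SD, cut at about 30% in these data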;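 also: 0% = plate median of compound wells and 100% = S159A mutant with DMSO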
#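 Test system: mABHD4 protein; Read-out basis: % inhibition; Incubation: 45 min + 60 min at 25 °C; Repeats: single replicate; Technique: fluorescence polarization with parallel and perpendicular emission, 525/598 nm; Compound: 8.92 µM, single dose; Benchmarks: full inhibition S159A mutant plus DMSO, zero as sample-well median.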
# GC-A act = GC-A stimulated cGMP production enhancers – HEK293 GC-A cells, cGMP TR-FRET, EC30 ANP, primary screen | Atrial natriuretic peptide receptor 1 (Homo sapiens), P16066 | 0% at EC30 ANP, 100% saturating ANP | activation, % at 10 µM | 0.14% of 370,000 active | AID 1671463, 2021; in the data active = activation above about 40%
# PG9 Ab binder = binders of HIV-1 gp120 antibody PG9, primary screen, biochemical, TR-FRET; HIV-1 gp120 / PG9 antibody interaction; TR-FRET gp120-PG9 antibody binding; inhibition, % at 6.7 µM; 0.43% of 360,000 active; in the data active = inhibition above about 8.5%
# * marks the source's active call; other numbers are inactive results; . = not tested or not shown.
SMILES,NPR2 activator,ARFGAP1 inhibitor,Rev-erbA mod,ASAP1 GAP inh,SMARCA2 act,HTRA1 inh,rCAG binder,ABHD4 inh,GC-A act,PG9 Ab binder
Cc1oc2cc(O)ccc2c(=O)c1Oc1ccccc1Br,4,6,1,6,-4,-3,5,-13,1,1.4
O=C1CCN(c2ncccc2[N+](=O)[O-])CC1,4,11,-3,-1,-4,-4,-1,0,3,-1.1
COCCN1Cc2cc3cc(C)ccc3nc2SC1=Nc1ccc(OC)cc1,3,-2,8,6,-3,-5,-2,-2,-1,-1.6
C#Cc1ccc(NC(=O)C2(C)CCN2C(=O)c2ccccc2CCc2ccccc2)cc1 (centres undefined),-9,6,1,-19,-6,.,6,-18,-7,-0.2
CSc1ncnc2c1ncn2CCCNCc1cccs1,4,12,0,6,-6,3,1,-6,-3,-0.6
CCc1ccc2c(c1)cc(CN(C(=S)Nc1ccccc1C)C1CC1)c1nnnn12,1,5,5,-14,0,-7,0,3,-2,5.5
COC(=O)c1scc(C)c1N1C(=O)c2ccccc2C1=O,2,-5,1,1,-2,.,0,5,-1,-2.5
COc1ccc(CCNC(=O)NC23CC4CC(CC(C4)C2)C3)cc1OC,2,1,7,2,-1,-9,-4,-2,3,0.9
Cc1ccc(CN2CC(N3CCN(CCO)CC3)CS2(=O)=O)cc1 (centres undefined),-5,-15,3,-6,-4,.,0,-6,2,-0.7
COc1ccc(C(=O)N2CCN(Cc3cc(OC)ccc3OC)CC2)cc1,2,-3,4,-8,-3,-2,1,8,5,2.7
Clc1ccc(-c2cn3c(n2)CCC3)cc1,0,-16,0,-2,4,0,-3,9,4,-2.6
CCOc1ccc2cc(C(=O)NCc3ccccc3)c(=N)oc2c1,5,-7,-9,4,0,7,0,5,1,40*
O=C(O)/C(=C/c1cccnc1)NC(=O)c1ccccc1,0,-12,4,3,-1,1,1,-1,-3,0.8
CC1=CC(=O)C(C(C)C)=C/C1=N\OS(=O)(=O)c1ccc(F)cc1,17,.,-3,.,.,.,.,6,-10,.
C#CCOCCOCCOCCNc1nc(N2CCN(C(=O)Cn3cc(CC(C)O)nn3)CC2)nc(N2CCN(C(=O)[C@H](CCCCN)n3cc(CCC(=O)O)nn3)CC2)n1 (some centres undefined),3,-6,0,11,1,6,-7,2,5,-1.0

# Results in ABHD4 inh (2 entries from above):
mol	ABHD4 inh
COCCN1Cc2cc3cc(C)ccc3nc2SC1=Nc1ccc(OC)cc1	-2
C#Cc1ccc(NC(=O)C2(C)CCN2C(=O)c2ccccc2CCc2ccccc2)cc1 (centres undefined)	-18

# Next entries follow:
SMILES,NPR2 activator,ARFGAP1 inhibitor,Rev-erbA mod,ASAP1 GAP inh,SMARCA2 act,HTRA1 inh,rCAG binder,ABHD4 inh,GC-A act,PG9 Ab binder
C[C@H](CO)N1C[C@H](C)[C@@H](CN(C)C(=O)C2CC2)OCc2cn(nn2)CCCC1=O,1,13,0,4,-1,.,0,2,4,0.8
O=C(N=C1c2ccccc2CN1c1ccc(F)c(F)c1)c1cccnc1,1,3,-3,18,2,-18,5,9,-3,-2.1
CC(Cc1ccccc1)N(C)C(=O)CN1C(=O)c2ccccc2C1=O (centres undefined),3,2,-6,-2,-1,7,-1,2,3,0.9
CN(CC(=O)Nc1ccccc1C(=O)NC1CC1)Cc1ccc(Cl)s1,3,2,1,-15,-3,-8,-2,3,-3,2.5
CC(Sc1nnc(-c2cccnc2)n1-c1ccccc1F)C(=O)N1CCCc2ccccc21 (centres undefined),-7,-4,-3,11,7.9*,.,-8,-1,-8,0.7
COc1ccc(OC)c(NC(=O)CSC2=NN3CCCC(=O)N=C3S2)c1,-6,3,-6,4,-1,0,1,4,2,-0.6
CCOC(=O)CN1CCC(c2cc(-c3ccc(Cl)cc3)n[nH]2)CC1,-5,-1,-1,-3,-1,-6,-12,-3,62*,-1.5
Cc1cccc(N2CCN(C(=O)c3ccccc3SCC(=O)N3CCCC3)CC2)c1C,2,2,9,-1,-2,6,0,5,-1,0.0
CCN1C(=O)[C@H]2[C@@H](c3ccc(C)cc3)N3C(=O)N(c4cccc(Br)c4)C(=O)[C@@]3(CC(C)C)[C@H]2C1=O,-13,13,10,1,1,-51,-1,5,-10,-1.1
CCC(=O)N(Cc1cc(=O)[nH]c2ccccc12)c1cccc(C)c1,-13,1,-1,10,-1,-16,3,-3,-9,-1.4
CC(=O)NC12CC3CC(C1)CC(C(=O)Nc1nc4c(C)cccc4s1)(C3)C2,-1,3,2,6,1,-72,-2,-7,16,0.2
CCCCC(C(=O)NC1CCCC1)N(Cc1ccco1)C(=O)Cn1nnc(-c2ccc(F)cc2)n1 (centres undefined),-9,-2,-1,6,-3,-6,-2,-3,-3,0.0
Cc1cccc(C)c1OCc1cc(C(=O)NCc2ccc(Cl)s2)no1,-11,6,0,6,-1,-3,0,-23,5,1.9
COc1ccc(-c2nnc3n2CCCCC3)cc1,5,-6,-6,16,-1,0,2,5,5,-0.1
CC(=O)C12CC(C)=C(C)CC1CC1C3CCC4=CC(=O)CCC4(C)C3CCC12C (centres undefined),-4,-2,9,5,-6,.,3,0,-6,-1.7
Cc1cc(C)nc(OC(=O)c2ccc(Cl)cc2Cl)n1,18,6,-2,6,-2,.,5,-8,2,-1.7
CC(=O)N1CCc2cc(NC(=O)C3(C)CCN3CCc3ccccc3)ccc21 (centres undefined),3,-6,1,-2,-1,.,-2,3,1,-0.6
O=C(Nc1ccccn1)C1COc2ccccc2O1 (centres undefined),-1,-10,3,0,1,-6,-3,4,0,-1.4
CCOc1cc(C(=O)Nc2c(C)ccc3nsnc23)cc(OCC)c1OCC,7,8,-3,-6,-5,-9,-4,8,-3,-0.8
COc1ccc(NC(=O)C(Sc2ccccc2)c2ccccc2)c(OC)c1 (centres undefined),4,-4,6,7,-2,-67,-4,-11,-3,-0.1
CNCc1ccccc1Sc1cc(O)ccc1O,1,-4,-1,-1,-1,36,19,50*,0,2.8
COc1ccc(C/C(C)=N/NC(=S)Nc2ccc(C)c(C)c2)cc1,-1,-3,-1,-5,-2,1,3,8,1,-2.5
CCCC(=O)Nc1ccc(NC(=O)c2cc3ccccc3o2)c(OC)c1,-4,10,11,-5,5,1,1,0,3,0.8
C/C(Cn1nnc([N+](=O)[O-])n1)=N\NC(=O)c1ccccc1O,3,8,1,11,2,16,4,9,-2,-0.8
COc1ccc2c(CC(=O)NCc3cccs3)coc2c1,-1,5,2,3,-4,-7,13,0,-3,-1.3
Cc1ccc([C@@H]2C[C@H]3[C@@H](CN2S(=O)(=O)c2ccc(C)cc2)C(=O)C[C@@H](c2ccc(C)cc2)N3S(=O)(=O)c2ccc(Cl)cc2)cc1,5,14,-1,-6,-6,-18,13,-4,-1,-2.5
COc1cccc(NC(=O)C(C)OC(=O)c2n[nH]c3ccccc23)c1 (centres undefined),0,-3,3,5,-1,-22,8,-7,-6,-1.6
COC(=O)c1sc(S(=O)(=O)N2CCCCC2C(=O)O)c(C(=O)OC)c1C (centres undefined),2,0,6,-2,-1,0,1,5,-2,-0.8
O=[N+]([O-])c1cccc(/C=C/C=N/Nc2nc(N3CCCCC3)nc(N3CCCCC3)n2)c1,2,-9,2,10,-2,-4,0,10,-2,-1.6
COc1ccc(CCC(=O)NCCCNC(=O)CCc2ccc(OC)cc2)cc1,5,13,0,3,-3,6,-9,2,1,1.1

# Arranged by the number under NPR2 activator (lowest first): 3 of the compounds above.
canonical_smiles	NPR2 activator
COc1ccc(C/C(C)=N/NC(=S)Nc2ccc(C)c(C)c2)cc1	-1
CNCc1ccccc1Sc1cc(O)ccc1O	1
CCOc1cc(C(=O)Nc2c(C)ccc3nsnc23)cc(OCC)c1OCC	7

# More records.
SMILES,NPR2 activator,ARFGAP1 inhibitor,Rev-erbA mod,ASAP1 GAP inh,SMARCA2 act,HTRA1 inh,rCAG binder,ABHD4 inh,GC-A act,PG9 Ab binder
COC(=O)[C@]12CCCCC=C1N(Cc1ccccc1)C(=O)[C@H](CC(=O)NCCCCc1ccccc1)C2,-1,-1,-4,13,-5,.,4,-5,-2,0.4
CCOC1=C2[C@@H](CN(S(=O)(=O)c3ccc(C)cc3)[C@H]2c2ccccc2F)[C@H]2C(=O)N(CC)C(=O)[C@H]2C1,-4,6,5,4,-2,.,4,-3,-3,-1.2
Cc1nn(-c2ccccc2)c2sc(C(=O)N3CCc4ccccc4C3)cc12,11,4,-5,-22,-1,-66,6,-26,6,-0.9
ClC(/C=N/n1cnnc1)=C/c1ccccc1,4,-6,4,0,3,1,1,0,1,-1.6
O=C(C1CCCC1)N(c1ccccc1)C1C=CS(=O)(=O)C1 (centres undefined),-2,-4,2,-11,-2,4,-2,6,-2,-1.3
CC(C)CN(C(=O)CSc1nnnn1-c1ccccc1)c1c(N)n(CC(C)C)c(=O)[nH]c1=O,-2,18,1,-9,-5,-3,-6,3,3,-1.8
Cn1cc(Br)c(C(=O)N/N=C/c2cccc(OC3CSC3)c2)n1,-7,0,-1,-9,1,-12,-3,0,-1,-1.9
CCCN(CC(=O)Nc1ccccc1OC)C(=O)c1ccncc1,-1,-11,1,2,-4,-3,-2,2,-1,-2.1
Cc1cccc(NC(=O)Nc2ccc(C#N)cc2)n1,-1,9,10,6,4,-7,4,-2,2,0.7
CC(C)c1ccc(/C=C/C(=O)n2nnc3ccccc32)cc1,-1,-10,-5,3,1,9,1,5,5,0.0
O=C(Nc1cccc(S(=O)(=O)N2CCOCC2)c1)c1cccc(S(=O)(=O)N2CCCC2)c1,2,11,3,-6,-2,-9,6,-2,1,0.1
Cc1ccc(S(=O)(=O)NNC(=S)Nc2ccc(Cl)cc2)cc1,4,-7,-3,-5,-1,-8,10,3,-3,-0.2
CN1CC=C2C(C#N)=C(N)C(C#N)(C#N)C(Cc3ccccc3)C2C1 (centres undefined),5,-8,11,2,-1,15,-20,9,2,-0.1
Cc1oc(-c2ccccc2F)nc1CS(=O)(=O)CC(=O)NC1CCCC(C)C1C (centres undefined),-8,14,1,-10,-2,2,-8,-4,-6,-0.1
O=C(Nc1ccccc1)N1CCCN(c2ccc(C(F)(F)F)cn2)CC1,0,-6,0,0,-7,-9,-4,-1,2,0.1
COc1ccc(S(=O)(=O)N2CCCCC2)cc1NCC(=O)Nc1ccc(C)cc1,0,13,-4,4,1,-3,3,-4,2,1.4
CC1(C(=O)NS(=O)(=O)c2cccc(Cl)c2)CCN1C(=O)CCc1ccccc1 (centres undefined),4,-8,-7,-6,-2,.,8,0,0,-0.9
